Screening data (PubChem)
BH1578 lux ind: induces V. cholerae light production without autoinducers; V. cholerae BH1578 lux reporter, luminescence, 6 h; activation, % at 18.7 µM; 350,000 tested, 0.16% active; AID 588436; in the data active means activation mostly above about 9.7%, no sharp cut-off; inconclusive means no clear call, values can overlap the other calls; inactive means mostly below about 3.7%; further: not every result past the cut was called active; inactives centre near 0; reference of the scale not given here
PfHsp40 rescue: rescue of PfHsp40-mediated yeast toxicity | S. cerevisiae expressing PfHsp40, growth rescue, ATP luminescence | growth rescue, % at 12.5 µM | 340,000 tested, 0.68% active; in the data active means growth rescue above about 28%, passing the limit was not always enough; inconclusive means no clear call, values can overlap the other calls;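 further: yeast W303a lacking pdr1 and pdr3 grown in galactose medium; growth measured after three days at 30 °C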
CCHF vOTU inh: CCHFV vOTU protease inhibition | Pep-AMC fluorescence | inhibition, % at 11.5 µM | 370,000 tested, 0.55% active | AID 651958; in the data active means inhibition above about 30%; further: 0% = vehicle wells with enzyme and 100% = no enzyme wells
BoNT A protease: BoNT A light chain protease inhibition | multiplex microsphere protease substrate cleavage, flow cytometry | inhibition, % at 10 µM | 360,000 tested, 0.17% active | AID 588499; further: plate controls were buffer without enzyme for full effect and enzyme alone for no effect
3CLpro inhibitor: SARS-CoV 3CLpro protease inhibition; P0C6X7; 290,000 tested, 0.14% active; AID 1706; recombinant SARS-CoV 3CLpro, quenched FRET peptide cleavage; inhibition, % at 6 µM; in the data active means inhibition above about 12%
DUSP3 inh: blocks human VHR1 dual specificity phosphatase. AID 1654. recombinant VHR phosphatase, pNPP absorbance. inhibition, % at 13.3 µM. 290,000 tested, 0.52% active. P51452; in the data active means inhibition above about 50%; further: some compounds called inactive have numbers as strong as hits
TcdB inh: TcdB glycohydrolase inhibition; inhibition, % at 9.99 µM; 350,000 tested, 0.24% active; P18177; TcdB glycohydrolase enzymatic assay, plate reader; in the data active means inhibition above about 10%
Target sequence (P18177 whole entry, looked up): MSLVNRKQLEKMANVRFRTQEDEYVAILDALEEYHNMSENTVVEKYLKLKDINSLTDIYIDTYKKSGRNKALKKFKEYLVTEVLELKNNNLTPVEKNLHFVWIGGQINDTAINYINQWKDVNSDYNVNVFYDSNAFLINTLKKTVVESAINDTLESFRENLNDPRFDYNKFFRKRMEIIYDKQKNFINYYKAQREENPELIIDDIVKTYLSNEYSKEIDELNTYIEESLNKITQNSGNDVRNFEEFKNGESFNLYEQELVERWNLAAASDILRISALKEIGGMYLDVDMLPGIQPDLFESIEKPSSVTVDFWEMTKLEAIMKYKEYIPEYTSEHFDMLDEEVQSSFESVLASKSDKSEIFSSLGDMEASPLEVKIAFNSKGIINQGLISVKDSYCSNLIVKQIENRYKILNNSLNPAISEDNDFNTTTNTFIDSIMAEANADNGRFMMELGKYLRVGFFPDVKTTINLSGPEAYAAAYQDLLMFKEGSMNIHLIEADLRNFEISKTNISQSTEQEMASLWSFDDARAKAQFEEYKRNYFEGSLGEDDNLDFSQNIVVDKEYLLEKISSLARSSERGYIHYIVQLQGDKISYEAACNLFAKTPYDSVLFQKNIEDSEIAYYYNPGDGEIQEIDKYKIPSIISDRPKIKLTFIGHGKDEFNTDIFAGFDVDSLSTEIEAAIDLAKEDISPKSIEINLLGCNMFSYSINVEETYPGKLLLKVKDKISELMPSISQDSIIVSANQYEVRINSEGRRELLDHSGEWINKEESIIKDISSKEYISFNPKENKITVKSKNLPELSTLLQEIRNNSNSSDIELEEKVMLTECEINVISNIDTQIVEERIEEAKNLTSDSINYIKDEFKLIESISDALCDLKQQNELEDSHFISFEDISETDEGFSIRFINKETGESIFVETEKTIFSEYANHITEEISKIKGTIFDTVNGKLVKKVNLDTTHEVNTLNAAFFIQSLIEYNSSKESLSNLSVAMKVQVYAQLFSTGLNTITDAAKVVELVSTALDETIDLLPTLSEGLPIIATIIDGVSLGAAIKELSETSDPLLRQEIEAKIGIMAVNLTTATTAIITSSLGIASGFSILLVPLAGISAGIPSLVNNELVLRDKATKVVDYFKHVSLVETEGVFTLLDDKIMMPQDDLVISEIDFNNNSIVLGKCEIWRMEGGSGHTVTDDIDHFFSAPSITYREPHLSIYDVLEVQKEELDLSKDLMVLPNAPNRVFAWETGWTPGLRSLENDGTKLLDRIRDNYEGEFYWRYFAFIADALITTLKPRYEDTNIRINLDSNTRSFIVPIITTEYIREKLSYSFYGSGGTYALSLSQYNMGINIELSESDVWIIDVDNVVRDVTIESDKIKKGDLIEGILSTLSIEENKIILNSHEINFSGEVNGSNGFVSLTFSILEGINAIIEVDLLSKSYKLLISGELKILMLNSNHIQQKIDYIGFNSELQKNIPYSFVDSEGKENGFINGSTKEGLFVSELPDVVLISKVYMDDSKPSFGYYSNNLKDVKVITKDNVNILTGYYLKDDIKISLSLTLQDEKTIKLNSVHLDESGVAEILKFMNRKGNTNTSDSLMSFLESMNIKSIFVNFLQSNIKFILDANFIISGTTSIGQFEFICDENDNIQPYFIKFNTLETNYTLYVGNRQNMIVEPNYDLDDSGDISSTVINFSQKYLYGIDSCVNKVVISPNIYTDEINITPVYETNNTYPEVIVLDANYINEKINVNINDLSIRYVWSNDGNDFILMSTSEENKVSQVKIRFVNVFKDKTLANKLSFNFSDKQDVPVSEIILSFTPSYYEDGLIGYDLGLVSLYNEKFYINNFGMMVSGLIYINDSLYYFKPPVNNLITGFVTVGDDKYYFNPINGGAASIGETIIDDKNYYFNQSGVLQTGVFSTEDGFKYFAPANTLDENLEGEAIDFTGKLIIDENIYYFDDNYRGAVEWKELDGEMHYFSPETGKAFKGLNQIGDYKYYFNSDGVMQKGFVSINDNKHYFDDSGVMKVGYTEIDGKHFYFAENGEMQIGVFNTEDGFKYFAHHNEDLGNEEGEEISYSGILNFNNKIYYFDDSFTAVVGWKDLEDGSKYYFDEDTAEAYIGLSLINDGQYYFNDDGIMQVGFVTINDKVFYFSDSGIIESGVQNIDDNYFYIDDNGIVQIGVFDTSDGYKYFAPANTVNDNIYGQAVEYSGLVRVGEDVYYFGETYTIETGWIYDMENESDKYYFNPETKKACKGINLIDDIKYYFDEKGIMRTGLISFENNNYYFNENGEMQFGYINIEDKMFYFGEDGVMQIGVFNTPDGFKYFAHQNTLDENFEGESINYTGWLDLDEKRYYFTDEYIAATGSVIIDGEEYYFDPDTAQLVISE
Anthrax LF inh2: anthrax lethal factor protease inhibition; 360,000 tested, 0.12% active; P15917; multiplex microsphere protease cleavage assay, LF; inhibition, % at 10 µM; further: plate controls were buffer without enzyme for full effect and enzyme alone for no effect
PriA SSB inh: blocks PriA binding to SSB C-terminal tail | AlphaScreen SSBct-PriA binding, biotinylated peptide | inhibition, % at 33 µM | 430,000 tested, 0.6% active | AID 1272365; in the data active means inhibition mostly above about 37%, no sharp cut-off; inactive means mostly below about 20%;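 further: plate controls were negative control peptide for no effect and reference peptide for full effect; strong numbers were not always called active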
Y pestis TopoI: blocks Yersinia pestis topoisomerase I activity; Y. pestis Topo-I cleavage product accumulation, plate reader; activity, % at 10 µM; 360,000 tested, 0.064% active; in the data active means activity above about 50%, passing the limit was not always enough; inconclusive means no clear call, values can overlap the other calls; further: inactives centre near 2
* = called active by the depositor. Unless noted, no stated cut-off is given here; in the data, active means inhibition above about 30%; inconclusive means no clear call, values can overlap the other calls; inactive means below that.

A first look:
COc1ccc(NC(=O)NNC(=O)COc2ccc3cc(Br)ccc3c2)cc1 was read as BH1578 lux ind inactive, PfHsp40 rescue -1.5, CCHF vOTU inh -2, BoNT A protease -0.8, 3CLpro inhibitor -1, DUSP3 inh 14, TcdB inh -0.3, Anthrax LF inh2 -4, PriA SSB inh -20 and Y pestis TopoI -3.
Cc1ccc(S(=O)(=O)NC(CC(C)C)C(=O)N2CCN(C/C=C/c3ccccc3)CC2)cc1 (stereo unspecified) was read as BH1578 lux ind -2.0, PfHsp40 rescue 0.0, CCHF vOTU inh 25, BoNT A protease -0.6, TcdB inh -0.3, Anthrax LF inh2 -3, PriA SSB inh 4 and Y pestis TopoI 17.

This part in full (from the top)
COc1ccc(NC(=O)NNC(=O)COc2ccc3cc(Br)ccc3c2)cc1 was read as BH1578 lux ind inactive, PfHsp40 rescue -1.5, CCHF vOTU inh -2, BoNT A protease -0.8, 3CLpro inhibitor -1, DUSP3 inh 14, TcdB inh -0.3, Anthrax LF inh2 -4, PriA SSB inh -20 and Y pestis TopoI -3.
Cc1ccc(S(=O)(=O)NC(CC(C)C)C(=O)N2CCN(C/C=C/c3ccccc3)CC2)cc1 (stereo unspecified) was read as BH1578 lux ind -2.0, PfHsp40 rescue 0.0, CCHF vOTU inh 25, BoNT A protease -0.6, TcdB inh -0.3, Anthrax LF inh2 -3, PriA SSB inh 4 and Y pestis TopoI 17.
For Cc1ccccc1C(=O)NCC(c1ccco1)N1CCc2ccccc2C1 (stereo unspecified) the results were BH1578 lux ind -1.2, PfHsp40 rescue -0.2, CCHF vOTU inh 6, BoNT A protease -2.1, TcdB inh 1.2, Anthrax LF inh2 inconclusive, PriA SSB inh -5 and Y pestis TopoI 9.
Screening Cc1cc(C)nc(NNC(=O)c2ccccc2O)n1 returned BH1578 lux ind -0.1, PfHsp40 rescue -2.5, CCHF vOTU inh -6, BoNT A protease 0.7, 3CLpro inhibitor 5, DUSP3 inh 14, TcdB inh -4.9, Anthrax LF inh2 0, PriA SSB inh -9 and Y pestis TopoI 1.
Screening CC1CCCN(c2nc3ccccc3nc2C(C#N)S(=O)(=O)c2cccs2)C1 (stereo unspecified) returned BH1578 lux ind 1.0, PfHsp40 rescue 0.0, CCHF vOTU inh -16, BoNT A protease 1.5, 3CLpro inhibitor 7, DUSP3 inh 29, Anthrax LF inh2 -4, PriA SSB inh -2 and Y pestis TopoI -8.
For CC1(C)N(OCc2ccccc2)C(=O)C(=O)N(OCc2ccccc2)C1(C)C the results were BH1578 lux ind -1.8, PfHsp40 rescue -0.9, CCHF vOTU inh -5, BoNT A protease inconclusive, 3CLpro inhibitor -2, DUSP3 inh -2, Anthrax LF inh2 -13, PriA SSB inh -6 and Y pestis TopoI -8.
For Cn1cc(C(=O)c2ccc(Cl)cc2Cl)cc1C(=O)NN the results were BH1578 lux ind inactive, PfHsp40 rescue -0.5, CCHF vOTU inh -12, BoNT A protease -2.6, 3CLpro inhibitor -3, DUSP3 inh 14, TcdB inh 0.2, Anthrax LF inh2 5, PriA SSB inh -11 and Y pestis TopoI 10.
Screening C#CCCc1cscc1/C=[N+](\[O-])c1ccc(C(=O)OCC)cc1 returned BH1578 lux ind -0.4, PfHsp40 rescue 0.2, CCHF vOTU inh 9, BoNT A protease 0.2, TcdB inh 1.4, Anthrax LF inh2 -8, PriA SSB inh 1 and Y pestis TopoI -5.
`CS(=O)(=O)c1ccc(NC(=O)c2ccccc2-n2cnnn2)cc1` gave BH1578 lux ind -0.5, PfHsp40 rescue -0.2, CCHF vOTU inh 0, BoNT A protease 0.0, TcdB inh 1.2, Anthrax LF inh2 1, PriA SSB inh -3 and Y pestis TopoI 8.
For COc1ccc(-c2cc(C)nc(SCC(=O)c3cccc([N+](=O)[O-])c3)n2)cc1 the results were BH1578 lux ind -12, PfHsp40 rescue -1.0, CCHF vOTU inh -6, BoNT A protease 2.8, 3CLpro inhibitor -9, DUSP3 inh 19, Anthrax LF inh2 -2, PriA SSB inh 26 and Y pestis TopoI 41.
Screening O=C(NNC(=O)c1cccc2ccccc12)c1ccc(F)cc1 returned BH1578 lux ind -0.8, PfHsp40 rescue 0.9, CCHF vOTU inh 16, BoNT A protease -0.1, TcdB inh -1.5, Anthrax LF inh2 -5, PriA SSB inh -9 and Y pestis TopoI -3.
`O=C(Cn1cnc([N+](=O)[O-])n1)NCCO` gave BH1578 lux ind -0.2, PfHsp40 rescue -0.8, CCHF vOTU inh 6, BoNT A protease -0.1, 3CLpro inhibitor -1, DUSP3 inh 16, TcdB inh 1.1, Anthrax LF inh2 -1, PriA SSB inh 2 and Y pestis TopoI -2.
For CCOC(=O)CCc1c(C)nc2cc(-c3ccc(Cl)cc3)[nH]n2c1=O the results were BH1578 lux ind inactive, PfHsp40 rescue -0.1, CCHF vOTU inh -2, BoNT A protease 1.4, 3CLpro inhibitor 1, DUSP3 inh 18, TcdB inh -5.2, Anthrax LF inh2 -1, PriA SSB inh -3 and Y pestis TopoI -4.
For O=C(C[C@H]1C(=O)N(C2CCCCC2)C[C@@H]1c1ccccc1)Nc1ccc(Br)cc1 the results were BH1578 lux ind -0.2, CCHF vOTU inh 4, BoNT A protease -0.2, TcdB inh 1.3, Anthrax LF inh2 -6 and Y pestis TopoI 28.
For O=C(Nc1cccc2ccccc12)c1nn(C23CC4CC(CC(C4)C2)C3)cc1Br the results were BH1578 lux ind inactive, PfHsp40 rescue -0.6, CCHF vOTU inh 1, BoNT A protease 0.0, 3CLpro inhibitor 1, DUSP3 inh -4, Anthrax LF inh2 -5, PriA SSB inh -2 and Y pestis TopoI -1.
For COc1ccc(CN2CCN(C(=O)CCC(=O)Nc3nnc(C(C)C)s3)CC2)cc1F the results were BH1578 lux ind -0.2, PfHsp40 rescue -1.0, CCHF vOTU inh 5, BoNT A protease -1.3, 3CLpro inhibitor 5, DUSP3 inh 14, TcdB inh 0.6, Anthrax LF inh2 -3, PriA SSB inh 5 and Y pestis TopoI 29.
For COc1ccc(/C(C)=N/NC(=O)CNC(=O)/C=C/c2ccccc2OC)cc1 the results were BH1578 lux ind inactive, PfHsp40 rescue -1.9, CCHF vOTU inh 5, BoNT A protease -1.4, 3CLpro inhibitor 4, DUSP3 inh 18, TcdB inh -1.2, Anthrax LF inh2 3 and Y pestis TopoI 11.
Cc1ccc(S(=O)(=O)N2CCN(C)CC2)cc1-c1nnc2c3ccccc3c(C)nn12 was read as BH1578 lux ind -2.9, PfHsp40 rescue -0.9, CCHF vOTU inh -15, BoNT A protease 0.3, 3CLpro inhibitor 5, DUSP3 inh 26, Anthrax LF inh2 -1, PriA SSB inh -14 and Y pestis TopoI 2.
Screening COc1ccc(NC(=O)c2cccnc2Cl)c(S(=O)(=O)N2CCOCC2)c1 returned BH1578 lux ind inactive, PfHsp40 rescue 0.0, CCHF vOTU inh -8, BoNT A protease 2.3, 3CLpro inhibitor 0, DUSP3 inh 23, Anthrax LF inh2 0, PriA SSB inh -17 and Y pestis TopoI 10.
Screening CN(C)S(=O)(=O)c1cccc(NC(=O)COC(=O)C2CCN(C(=O)c3ccc(F)cc3)CC2)c1 returned BH1578 lux ind inactive, PfHsp40 rescue 0.7, CCHF vOTU inh -4, BoNT A protease 4.0, TcdB inh 1.6, Anthrax LF inh2 4, PriA SSB inh -10 and Y pestis TopoI 7.
COc1ccc(Nc2nc(OC)nc(N3CCOCC3)n2)cc1 was read as BH1578 lux ind -0.6, PfHsp40 rescue 0.5, CCHF vOTU inh -11, BoNT A protease 0.0, 3CLpro inhibitor -2, DUSP3 inh 3, TcdB inh -0.1, Anthrax LF inh2 -3, PriA SSB inh -16 and Y pestis TopoI 2.
For C=CCNC(=O)c1ccc(OC2CCN(S(=O)(=O)N(C)C)CC2)cc1 the results were BH1578 lux ind -0.5, PfHsp40 rescue 0.3, CCHF vOTU inh 0, BoNT A protease -0.5, 3CLpro inhibitor 7, DUSP3 inh -10, TcdB inh 0.5, Anthrax LF inh2 -5, PriA SSB inh -3 and Y pestis TopoI 4.
Cc1ccc2nc(-c3ccccn3)cc(C(=O)NCCc3ccc(F)cc3)c2c1 was read as BH1578 lux ind -0.6, PfHsp40 rescue 0.4, CCHF vOTU inh -7, BoNT A protease -1.9, 3CLpro inhibitor 1, DUSP3 inh 28, TcdB inh -2.4, Anthrax LF inh2 -2, PriA SSB inh 0 and Y pestis TopoI 2.
`Cc1cc(C(=O)NNC(=S)NCc2ccccc2)no1` gave BH1578 lux ind inactive, PfHsp40 rescue -1.0, CCHF vOTU inh -4, BoNT A protease 0.0, 3CLpro inhibitor -5, DUSP3 inh 33, TcdB inh 1.0, Anthrax LF inh2 1, PriA SSB inh 17 and Y pestis TopoI -1.
For COc1ccc(-c2nnc3ccc(SCC(=O)N4CCN(c5ccccc5)CC4)nn23)cc1 the results were BH1578 lux ind inactive, PfHsp40 rescue 1.4, CCHF vOTU inh -7, BoNT A protease 0.5, TcdB inh 0.6, Anthrax LF inh2 -3, PriA SSB inh -5 and Y pestis TopoI -6.
Screening CCC(CC)C(=O)N(C)c1c(C)nc2c(OCC3CCCCC3)cccn12 returned BH1578 lux ind -0.5, CCHF vOTU inh -1, BoNT A protease 0.0, TcdB inh 0.7, Anthrax LF inh2 -3 and Y pestis TopoI 21.
Screening CN(C(=O)c1cccc(NC(=O)Cc2cccc(NC(=O)C3CCN(C(=O)C4CCCC4)CC3)c2)c1)C1CCC1 returned BH1578 lux ind -0.8, PfHsp40 rescue 0.3, CCHF vOTU inh 14, BoNT A protease -0.2, TcdB inh 0.2, Anthrax LF inh2 2, PriA SSB inh -3 and Y pestis TopoI 30.
CCCSc1cc(=O)n(-c2ccc(F)cc2)nc1C(=O)OCC was read as BH1578 lux ind -1.0, PfHsp40 rescue -0.9, CCHF vOTU inh -3, BoNT A protease -1.2, 3CLpro inhibitor 0, DUSP3 inh 17, TcdB inh -0.3, Anthrax LF inh2 -7, PriA SSB inh -16 and Y pestis TopoI 2.
`NS(=O)(=O)c1ccc(NC(=O)COC(=O)c2cccc(S(=O)(=O)N3CCCC3)c2)cc1` gave BH1578 lux ind -0.4, PfHsp40 rescue -0.5, CCHF vOTU inh -9, BoNT A protease -0.1, 3CLpro inhibitor -4, DUSP3 inh 15, TcdB inh 1.1, Anthrax LF inh2 -5, PriA SSB inh -8 and Y pestis TopoI -4.
Cc1ccc(NC(=O)C2CCN(C(=O)c3ccc(F)cc3)CC2)nc1 was read as BH1578 lux ind inactive, PfHsp40 rescue 0.4, CCHF vOTU inh -5, BoNT A protease -0.2, TcdB inh 1.3, Anthrax LF inh2 1, PriA SSB inh -12 and Y pestis TopoI -1.
For COc1cccc(CC(NC(C)=O)C(=O)NC2CCN(c3ncccc3[N+](=O)[O-])CC2)c1 (stereo unspecified) the results were CCHF vOTU inh 1, 3CLpro inhibitor 3, DUSP3 inh 30 and TcdB inh 0.8.
Screening Cc1nnc(SCC(=O)c2c[nH]c3ccccc23)n1C1CC1 returned BH1578 lux ind inactive, PfHsp40 rescue -1.9, CCHF vOTU inh -1, BoNT A protease 4.3, TcdB inh 0.5, Anthrax LF inh2 23, PriA SSB inh -1 and Y pestis TopoI -3.
For COC(=O)C1=CO[C@@H](OC2OC(CO)C(O)C(O)C2O)[C@@H]2C(CO)=CC[C@H]12 (stereo partly specified) the results were BH1578 lux ind 2.1, PfHsp40 rescue -0.5, CCHF vOTU inh 7, BoNT A protease 0.4, 3CLpro inhibitor 2, DUSP3 inh 5, TcdB inh 0.6, Anthrax LF inh2 0, PriA SSB inh -5 and Y pestis TopoI 10.
`O=C(CC1Oc2ccc(Cl)cc2NC1=O)NC1CCCCCC1` (stereo unspecified) gave BH1578 lux ind -0.4, PfHsp40 rescue 1.1, CCHF vOTU inh -1, BoNT A protease -0.5, 3CLpro inhibitor -9, DUSP3 inh 12, TcdB inh 1.1, Anthrax LF inh2 -6, PriA SSB inh -4 and Y pestis TopoI 9.
For Nc1ccccc1Sc1c[nH]c2ccccc12 the results were BH1578 lux ind -0.4, PfHsp40 rescue 0.8, CCHF vOTU inh 12, BoNT A protease -2.0, 3CLpro inhibitor -3, DUSP3 inh 22, TcdB inh 1.0, Anthrax LF inh2 0, PriA SSB inh 14 and Y pestis TopoI -11.

This is a subset (hit frequency here may not be typical).
